TEAD-YAP inh: TEAD-YAP interaction inhibition; HEK-TIYL cells, TEAD-Gal4/YAP UAS-luciferase luminescence; inhibition, % at 9.12 µM; hit rate 1.4% among 640,000; AID 1259422; in the data active = inhibition above about 32%;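 also: 0% = median of test compound wells and 100% = reference inhibitor wells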
FBW7 activator: human FBW7 E3 ligase activation, primary screen | Q969H0 | AID 1259310 | AlphaScreen FBW7–phospho-cyclin E peptide binding, activator screen | hit rate 0.13% among 650,000 | normalized activity (activation), % at 26.1 µM; in the data active = normalized activity above about 1.9%;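 also: purified mutant Fbw7 with reduced substrate affinity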
GPR151 ag: activators of human GPR151; PathHunter beta-arrestin GPR151 cells, luminescence; activation, % at 11.2 µM; hit rate 1% among 650,000; in the data active = activation above about 4.9%;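 also: 0% = median of compound wells and 100% = cells with positive control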
Target sequence (Q8TDV0 whole entry, looked up): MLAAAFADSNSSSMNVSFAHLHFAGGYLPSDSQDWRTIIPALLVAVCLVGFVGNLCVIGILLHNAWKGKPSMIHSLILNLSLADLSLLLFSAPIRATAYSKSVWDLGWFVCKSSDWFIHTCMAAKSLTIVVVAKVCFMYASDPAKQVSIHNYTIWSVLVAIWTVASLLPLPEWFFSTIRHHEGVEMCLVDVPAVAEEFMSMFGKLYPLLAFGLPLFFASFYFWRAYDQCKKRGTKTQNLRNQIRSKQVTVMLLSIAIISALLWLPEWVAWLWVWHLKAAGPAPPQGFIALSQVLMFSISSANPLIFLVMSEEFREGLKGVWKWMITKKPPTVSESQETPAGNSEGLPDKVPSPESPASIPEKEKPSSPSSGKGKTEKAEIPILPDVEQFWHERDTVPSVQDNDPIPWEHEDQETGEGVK
MITF primary: human MITF inhibition, primary screen. O75030. AlphaScreen MITF homodimerization, bead proximity signal. inhibition, % at 2.6 µM. hit rate 0.91% among 650,000; in the data active = inhibition above about 50%;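 also: 0% = vehicle wells with protein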
Target sequence (O75030 whole entry, looked up): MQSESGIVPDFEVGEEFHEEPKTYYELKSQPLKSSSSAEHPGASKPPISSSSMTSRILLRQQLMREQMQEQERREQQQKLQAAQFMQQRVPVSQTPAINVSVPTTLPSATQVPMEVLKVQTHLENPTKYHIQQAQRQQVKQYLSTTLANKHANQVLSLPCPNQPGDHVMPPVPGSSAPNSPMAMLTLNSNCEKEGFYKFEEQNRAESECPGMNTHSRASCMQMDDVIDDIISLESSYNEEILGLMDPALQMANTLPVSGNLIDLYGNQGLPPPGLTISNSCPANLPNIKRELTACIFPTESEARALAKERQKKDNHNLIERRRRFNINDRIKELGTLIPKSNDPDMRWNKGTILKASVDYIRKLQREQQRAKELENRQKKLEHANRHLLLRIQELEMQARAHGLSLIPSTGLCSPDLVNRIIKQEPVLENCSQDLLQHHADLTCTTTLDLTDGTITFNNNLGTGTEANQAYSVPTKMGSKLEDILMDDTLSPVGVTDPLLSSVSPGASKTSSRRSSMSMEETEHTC
Starred values were filed as active, the others as inactive; & = joins results of further samples.

The line under a structure holds: TEAD-YAP inh | FBW7 activator | GPR151 ag | MITF primary
- CC(C(=O)NC1CC1)N(c1ccccc1)S(C)(=O)=O (stereo unspecified)
→ 3 | 0.0 | 2.8 | 12
- Cc1occc1C(=O)N/N=C/c1cccc2ccccc12
→ -45 | 0.2 | -6.5 | 29
- COc1ccc(/C=C(/NC(=O)c2ccc(OC)c(OC)c2)C(=O)N2CCOCC2)cc1
→ 1 | 0.0 | 0.0 | -6
- O=C(/C=C/c1ccccc1)N1CCN(S(=O)(=O)c2ccc(F)cc2)CC1
→ 0 | -0.1 | 0.8 | -1
- O=C(N/C(=C/C=C/c1ccccc1)C(=O)N1CCCCCC1)c1ccccc1
→ -4 | -0.1 | 1.0 | -4
- O=C(CSc1nnnn1-c1ccc(O)cc1)NCc1cccc(C(=O)O)c1
→ -4 | 0.1 | -0.2 | 4
- CC(=O)N(C)c1ccc(NC(=O)COc2ccc(C)cc2)cc1
→ 2 | -0.5 | 0.3 | 7
- CN(C)CCOc1cccc(CN[C@H]2C[C@H]3C(=O)N[C@@H](COCc4ccccc4)C(=O)N3C2)c1
→ 17 | 0.7 | 0.8 | 16
- CCCC(=O)Nc1ccccc1NC(=O)Cc1ccc(C)cc1
→ 11 | -0.1 | -0.6 | 7
- Cc1c(C(=O)Nc2ccc3c(c2)OCO3)cccc1[N+](=O)[O-]
→ -45 | 0.0 | 1.4 | -8
- CSc1ccc(NC(=O)NCCCN2CCN(C)CC2)cc1
→ -15 | 0.3 | 1.4 | 12
- Nc1nc(Cl)cc(NCCCN2CCCC2=O)n1
→ 2 | -0.1 | -1.7 | -1
- CCOC(=O)c1sc(NC(=O)c2ccc(C(C)(C)C)cc2)nc1C
→ 6 | 0.1 | -0.6 | -16
- CC(=O)Nc1ccc(SCC(=O)N(C)C2CCCCC2)cc1
→ 4 | 0.0 | 0.5 | -3
- Nc1ccccc1SC(c1ccccc1)C(O)C(=O)O (stereo unspecified)
→ 1 | 0.8 | -0.5 | 12
- CCc1nnc2sc(-c3ccc(NC(=O)c4ccc(Br)o4)cc3)nn12
→ 0 | 0.1 | -1.7 | 22
- O=C(CCN1CCN(c2ccccc2F)CC1)Nc1ccc(Br)cc1
→ 6 | -0.3 | 0.3 | -2
- COc1ccccc1Nc1nc2nonc2nc1Nc1ccc(C)c(Cl)c1
→ 6 | -0.5 | 0.7 | -6
- COc1ccc(C2CC(c3ccc(OC)c(OC)c3)=NN2C(=O)c2ccccc2)cc1 (stereo unspecified)
→ -21 | 0.0 | 0.2 | 5
- O=C(O)c1ccc(N2C(=O)/C(=C/c3ccccc3C(=O)O)SC2=S)cc1
→ 14 | -0.1 | -0.9 | 8
- CSc1cccc(NC(=O)COc2ccc(S(=O)(=O)NC(C)C)cc2Cl)c1
→ 6 | 0.8 | -0.3 | 16
- Cc1ccc(-c2nnc(SCC(=O)Nc3ccc(F)cc3)o2)cc1
→ -60 | -0.1 | 0.3 | -4
- O=C(CSc1cccc[n+]1[O-])c1cccs1
→ -6 | -0.1 | 0.8 | -8
- O=C(CCCn1nc(-c2ccccc2)c2ccccc21)NCCCN1CCCC1
→ 3 | 0.2 | 0.1 | 11
- COc1ccc(CC(=O)NNC(=O)c2ccccc2C)cc1
→ -5 | -0.2 | -1.0 | -7
- CCOc1cc(CNc2ccc([N+](=O)[O-])cc2C)ccc1OC
→ 1 | 0.0 | 0.0 | 24
- O=C1N[C@@H](Cc2ccccc2)C(=O)N2CCN(Cc3cnn(-c4cccc(Cl)c4)c3)C[C@H]12
→ 3 | 0.0 | 0.7 | -11
- CCOC(=O)c1c(-c2ccccc2)oc2ccc(Oc3c([N+](=O)[O-])ncn3C)cc12
→ -1 | -0.1 | -2.2 | 14
- CCc1ccccc1NC(=O)CN(C)C(=O)CN(C)Cc1ccccc1OC
→ -6 | -0.1 | -0.2 | 81*
- O=C(Nc1ccc([N+](=O)[O-])cc1)c1cc(Cl)sc1Cl
→ -16 | 0.1 | -0.4 | 4
- COc1ccc(CNC(=O)/C(=C/c2ccco2)n2nnnc2-c2ccccc2)cc1
→ -9 | -0.1 | -0.4 | 5
- COc1cc2nc(NC3CCN(Cc4ccccc4)CC3)nc(Nc3cc(OC)c(OC)c(OC)c3)c2cc1OC
→ 1 | -0.2 | -0.3 | 1
- COC(=O)c1ccc(OCC(O)CN(CCO)CCO)cc1 (stereo unspecified)
→ 4 | 0.1 | 0.4 | 0
- O=S(=O)(NC1=NCCC1)c1cccc(NS(=O)(=O)c2ccc(Cl)c(Cl)c2)c1
→ 3 | 0.0 | 2.0 | 10
- Cc1ccc(-c2nc(NCCC3=CCCCC3)c3ccccc3n2)cc1
→ 0 | 0.0 | -1.1 | 9
- O=C(Nc1nnc2n1CCS2)C1(c2ccc(Cl)cc2)CCCC1
→ 5 | 0.0 | 0.0 | 4
- O=C(CS(=O)(=O)c1ccc2ccccc2c1)Nc1ccc(Cl)cn1
→ 3 | -0.1 | -1.6 | -7
- Cc1ccc(S(=O)(=O)N2CCC[C@H]2C(=O)OCC(=O)C23CC4CC(CC(C4)C2)C3)cc1
→ 5 | 0.2 | -0.8 | 12
- CC1CCN(C(=O)c2ccccc2NC(=O)c2cccc(S(=O)(=O)N3CCCCCC3)c2)CC1
→ -8 | -0.1 | 0.7 | 2
- Cc1c(C(=O)NCc2ccc3c(c2)OCO3)oc2ccc(S(=O)(=O)N3CCCC3)cc12
→ 3 | 0.3 | 0.8 | 9
- O=C(CSc1cn(Cc2ccccc2Cl)c2ccccc12)Nc1ccc(F)cc1
→ -10 | 0.0 | 1.6 | 13
- Cc1cc(C)nc(N2CCC(C(=O)Nc3ccc(Oc4ccccc4)cc3)CC2)n1
→ -5 | 0.0 | 0.2 | 14
- CCCCOc1ccccc1NC(=O)c1ccc(=O)[nH]c1
→ 1 | 0.3 | -1.7 | 11
- CCOC(=O)N1CCN(c2cccc3c2C(=O)c2ccccc2C3=O)CC1
→ 5 | -0.4 | 0.5 | 26
- COc1ccc(-c2cc3nc(C)cc(C(F)(F)F)n3n2)cc1
→ -27 | 0.0 | -0.2 | -11

Following part:
compound	TEAD-YAP inh	FBW7 activator	GPR151 ag	MITF primary
Cn1ccnc1SCc1cc(=O)c(OC(=O)c2ccccc2I)co1	14	-0.1	2.9	-3
Cc1ccc(C(c2ccc(C)o2)c2ccccc2[N+](=O)[O-])o1	-6	-0.2	0.2	4
CCOC(=O)/C(C#N)=C\c1cn(CCC(=O)O)nc1-c1ccc(F)cc1	-8	0.0	-1.8	44
CCCCC(=O)N/N=C(\C)CC(=O)Nc1ccccc1F	1	1.1	-1.3	13
O=[N+]([O-])c1ccc(N2CCCC2)cc1N1CCCC1	15	-0.7	-1.5	9
CC(=O)N(CN1C(=O)c2ccccc2C1=O)c1ccccc1Cl	-7	0.7	0.2	15
CN(C)CCN1C(=O)C2C3C=CC(C3)C2C1=O (stereo unspecified)	2	-0.2	-1.2	15
Nc1c(C(=O)N2c3ccccc3Sc3ccccc32)sc2nc3c(cc12)CCC3	6	0.2	1.0	10
CCCCOc1cccc(C(=O)Nc2cccc(-c3nc4ccccc4[nH]3)c2)c1	-4	0.0	-1.5	1
COc1ccc(CCNC(=O)Cc2cn(-c3ccc(Nc4cc(OC)c(OC)c(OC)c4)nn3)c3ccccc23)cc1	10	-0.1	0.5	-2
Cc1cc(C)cc(NC(=O)Cn2nnc(-c3nc(-c4ccccc4)no3)c2N)c1	2	0.1	-0.6	-10
CCOC(=O)C1C(=O)C=C(c2cccc(NS(C)(=O)=O)c2)CC1c1ccco1 (stereo unspecified)	11	0.1	0.4	-7
CC(=O)Oc1ccc(C(c2ccc(OC(C)=O)cc2)c2ccccn2)cc1	-10	0.1&0.3	0.0&0.5	16&13
Cn1c2c(c(=O)n(C)c1=O)C(c1cccc(O)c1)C1=C(CCCC1=O)N2 (stereo unspecified)	-2	-0.1	-0.8	5
CC1(C)CC(=O)C(C(C2=C(O)CC(C)(C)CC2=O)C(O)CO)C(=O)C1 (stereo unspecified)	-2	-0.1	-0.8	-2
CC(=O)c1ccc2[nH]c3c(C(C)=O)cc(Cl)cc3c2c1	2	0.0	0.1	-1
Cc1cccc(NC(=O)c2n[nH]c([N+](=O)[O-])c2Br)c1C	-47	0.1	-4.1	14
COc1ccc(/C=C2\N=C(c3cc(F)c(F)cc3Cl)OC2=O)cc1OC	-6	0.0	-1.4	11
COC(=O)C1(C)CCC(C(=O)Nc2ccccc2)C1(C)C (stereo unspecified)	3	0.3	2.3	14
CCOc1ccccc1-n1c(SCC(=O)NCCc2ccc(S(N)(=O)=O)cc2)nc2n[nH]c(C)c2c1=N	-3	-0.1	0.1	6
O=C(CCC1(Cc2cccs2)CCC(=O)N1)NC1CCCc2ccccc21 (stereo unspecified)	-42	-0.1	0.4	1
COc1ccc(OC)c(N(CC(=O)Nc2ccc(-c3nc4ccc(C)cc4s3)cc2)S(C)(=O)=O)c1	-10	-0.1	-0.4	7
Cc1ccc(-c2cc(C(=O)Nc3ccc(Br)cc3)c3ccccc3n2)cc1	-3	0.1	0.7	13
Cc1ccc(C(=O)Cn2c(C(=O)OCCO)cc3ccccc32)cc1	34*	0.2	-0.9	13
Cc1c(CN(C)C(=O)c2cnn3c(C(F)F)cc(-c4ccccc4)nc23)cnn1C	1	-0.1	-0.9	12
O=C1NC(=Nc2ccc(Cl)cc2)SC1Cc1ccccc1 (stereo unspecified)	7	0.1	1.9	-5
Cc1cc(C(F)(F)F)c(C#N)c(OCc2ccc(Cl)nc2)n1	8	0.0	1.6	6
COc1ccc(C2CC(=O)C(C=Nc3ccccc3C)=C(O)C2)cc1OC (stereo unspecified)	-10	0.5	2.2	-3
NS(=O)(=O)c1ccc(CCNC(=O)CSc2nc(NCc3ccc(Cl)cc3)c3ccccc3n2)cc1	3	0.4	-1.0	6
Cc1ccc(NC(=O)CS(=O)CC(=O)Nc2ccc3c(c2)OCO3)cc1Cl (stereo unspecified)	8	0.0	0.8	-12
CN1CCN(S(=O)(=O)c2ccc(Sc3nc4ccccc4[nH]3)c3nsnc23)CC1	1	-0.1	1.5	17
O=C(CNCCc1ccccc1)Nc1ccccc1N1CCCCCC1	-9	-0.2	3.2	25
CCCS(=O)(=O)N1CCc2ccc(NC(=O)c3ccccc3)cc2C1	-11	0.1	-0.4	-7
CC(=NC(=C(Cl)Cl)c1ccccc1)Nc1ccccc1	0	0.1	0.3	5
COC(=O)CNC(=O)C1CCCN1C(=O)CNC(=O)OC(C)(C)C (stereo unspecified)	2	0.0	-0.5	3
Cc1ccc(C2C3=C(Nc4c2c(=O)[nH]c(=O)n4C)c2ccccc2C3=O)cc1Cl (stereo unspecified)	-12	0.1	-0.1	15
CC(C)Cn1c(=O)c2c(nc3n2CC(C)CN3c2ccc(Cl)cc2)n(C)c1=O (stereo unspecified)	-5	0.1	-0.6	9
Cc1cccc(N2CCN(S(=O)(=O)c3cccc4nonc34)CC2)c1C	-2	-0.1	-1.8	11
O=C(NC12CC3CC(CC(C3)C1)C2)c1ccc(Br)o1	-4	0.0	-0.8	-7
Cc1ccc(NC(=O)c2cccc(N3C(=O)c4cccc([N+](=O)[O-])c4C3=O)c2)cc1	-19	0.1	-2.5	18
COC(=O)/C(O)=C/C(=O)/C=C/c1ccccc1	5	0.1	0.1	23
O=C1CC(N2CCN(c3ccc(O)cc3)CC2)C(=O)N1Cc1cccs1 (stereo unspecified)	9	0.5	-0.8	13
O=C(NC1CCCCCC1)C1CCN(C(=O)N2CCOc3ccc(Cl)cc32)CC1	0	0.0	-1.1	-1
Cc1ccc(NC(=O)c2ccc(Br)s2)cc1	-59	0.1	-0.1	9
Cc1ccsc1-c1nc(CSCC(=O)NCCN2CCCC2)c(C)o1	9	0.1	-0.7	17

Some of the entries above in a different format.
> CCCC(=O)Nc1ccccc1NC(=O)Cc1ccc(C)cc1
  TEAD-YAP inh: 11
  FBW7 activator: -0.1
  GPR151 ag: -0.6
  MITF primary: 7

> Cc1cccc(NC(=O)c2n[nH]c([N+](=O)[O-])c2Br)c1C
  TEAD-YAP inh: -47
  FBW7 activator: 0.1
  GPR151 ag: -4.1
  MITF primary: 14

> COC(=O)c1ccc(OCC(O)CN(CCO)CCO)cc1 (stereo unspecified)
  TEAD-YAP inh: 4
  FBW7 activator: 0.1
  GPR151 ag: 0.4
  MITF primary: 0

> O=S(=O)(NC1=NCCC1)c1cccc(NS(=O)(=O)c2ccc(Cl)c(Cl)c2)c1
  TEAD-YAP inh: 3
  FBW7 activator: 0.0
  GPR151 ag: 2.0
  MITF primary: 10
